# Screens from PubChem BioAssay.
# dFosB activator: enhances mouse delta FosB homodimer DNA binding; P13346; purified delta FosB, TAMRA-CDK5 oligo fluorescence polarization; percent of positive-control signal above neutral wells; activation, % at 25 µM; 340,000 tested, 0.99% active; AID 493131;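 active means mean activation above about 17%, with every replicate also reaching it, limit read from the data, passing the limit was not always enough; inconclusive means only one of the two conditions met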;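 further: fluorescence polarization rise as delta FosB binds a TAMRA Cdk5 AP-1 oligo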
# Target sequence (P13346 whole entry, looked up): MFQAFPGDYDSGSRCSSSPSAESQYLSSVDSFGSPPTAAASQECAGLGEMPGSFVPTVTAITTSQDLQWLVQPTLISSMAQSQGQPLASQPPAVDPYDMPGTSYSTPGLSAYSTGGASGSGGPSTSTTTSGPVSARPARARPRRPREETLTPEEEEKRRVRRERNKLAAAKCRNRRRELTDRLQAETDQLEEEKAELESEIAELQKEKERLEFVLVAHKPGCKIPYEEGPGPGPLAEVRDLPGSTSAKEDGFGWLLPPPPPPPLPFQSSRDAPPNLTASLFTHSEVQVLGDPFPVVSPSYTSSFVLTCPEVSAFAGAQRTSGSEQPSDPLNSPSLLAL
# CAL PDZ FP-1: human CAL PDZ-peptide interaction inhibition. purified CAL PDZ, TMR-peptide fluorescence polarization, 1 h. inhibition, % at 20 µM. 330,000 tested, 0.02% active. AID 504414;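 active means highest replicate inhibition of at least 40%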;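 further: plate controls were DMSO neutral control wells for no effect and unlabeled competitor peptide control wells for full effect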
#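 Material: tagged CAL PDZ domain; buffer or medium: 25 mM sodium phosphate pH 7.4, 150 mM NaCl, TCEP, IgG, Thesit; compound dosing: single point, 20 µM; schedule: 1 h incubation at room temperature before polarization reading; measured by: FP readout, S and P plane fluorescence; read-out basis: percent inhibition from loss of millipolarization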
# Rtt109 HAT inh: C. albicans Rtt109 histone acetyltransferase inhibition | Q5AAJ8 | purified Rtt109/Vps75, ThioGlo CoA-SH fluorescence, 4 h | inhibition, % at 34.9 µM | 330,000 tested, 0.16% active;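 active means inhibition of at least 50% in every replicate; inconclusive means best replicate reaches 50% inhibition but some replicates fall short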
# Target sequence (Q5AAJ8 whole entry, looked up): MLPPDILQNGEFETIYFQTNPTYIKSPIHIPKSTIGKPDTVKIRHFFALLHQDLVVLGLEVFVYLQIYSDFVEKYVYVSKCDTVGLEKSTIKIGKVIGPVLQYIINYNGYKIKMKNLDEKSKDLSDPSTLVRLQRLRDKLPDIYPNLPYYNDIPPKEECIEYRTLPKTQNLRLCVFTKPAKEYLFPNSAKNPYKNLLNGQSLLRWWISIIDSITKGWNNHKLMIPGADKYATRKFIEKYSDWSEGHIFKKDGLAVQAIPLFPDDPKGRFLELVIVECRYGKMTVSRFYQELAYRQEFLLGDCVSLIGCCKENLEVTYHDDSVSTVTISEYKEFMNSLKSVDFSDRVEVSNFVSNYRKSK
# NSD2 inh: NSD2 (human) methyltransferase inhibition; inhibition, % at 12.5 µM; NSD2 peptide methylation, AlphaScreen, 120 min; AID 743445; 310,000 tested, 0.54% active; O96028; in the data active means inhibition above about 50%
# SR-BI uptake up: SR-BI HDL lipid transfer activation; 320,000 tested, 0.096% active; CHO ldlA[mSR-BI] cells, DiI-HDL uptake fluorescence, 3 h; 100 = double the neutral-control signal; activation, % at 12.5 µM;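 active means mean replicate activation of at least 60% and every replicate at or above 60%; inconclusive means mean or all-replicate condition met, but not both; inactive means mean below 60% and not all replicates reaching 60%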;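 further: 0% = median plate neutral-control signal and 100% = twice that signal; values of inactives mirror those of a sister screen read the other way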
#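 System: CHO ldlA[mSR-BI] cells / Medium: HEPES-buffered (25 mM, pH 7.4) F12 plus 0.5% BSA / Probe or stimulus: labelled HDL, 10 µg/mL / Doses: single compound concentration, delivered by pin transfer / Schedule: 3 h, 37 °C / Measured by: DiI fluorescence, bottom read / Measure: cell-associated DiI fluorescence as measure of HDL uptake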
# SR-BI HDL uptake: mouse SR-BI HDL lipid transfer inhibition; ldlA[mSR-BI] CHO cells, DiI-HDL uptake fluorescence, 3 h; inhibition, % at 12.5 µM; 320,000 tested, 0.96% active; Q61009;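 active means mean replicate inhibition of at least 70% and a set share of replicates each scoring 70 or more; inconclusive means meets just one of the two criteria; inactive means fails both criteria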;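 further: 0% = median of neutral control wells and 100% = median of positive control wells; values of inactives mirror those of a sister screen read the other way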
# PvdQ inh: blocks Pseudomonas aeruginosa PvdQ acylase activity; 340,000 tested, 0.063% active; inhibition, % at 10 µM; purified PvdQ acylase, fluorescence plate reader; in the data active means inhibition above about 30%, passing the limit was not always enough; inconclusive means no clear call, values can overlap the other calls;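 further: 0% = vehicle neutral wells and 100% = reference inhibitor wells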
# PfHsp90 set2: reduces growth (ATP signal) of yeast expressing P. falciparum Hsp90; S. cerevisiae expressing PfHsp90, BacTiter-Glo ATP, 48 h; yeast lacking PDR1 and PDR3 efflux regulators; inhibition, % at 9.4 µM; 310,000 tested, 0.32% active; AID 504621;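 active means every replicate shows inhibition above about 80%, whatever the replicate mean, limit read from the data; inconclusive means mean inhibition reaches the set limit but some replicate falls short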;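 further: 0% = DMSO neutral controls and 100% = 20 µM radicicol positive controls; yeast relying on Plasmodium falciparum Hsp90 in place of its own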
# MITF act: MITF TRPM1 promoter activation in melanoma cells; SK-MEL-5 TRPM1-promoter luciferase, 24 h; % of positive control, neutral wells = 0; activation, % at 12.5 µM; 300,000 tested, 0.75% active;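 active means mean activation of at least 80% with every replicate also reaching 80%; inconclusive means mean reaches 80% but some replicate falls short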;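 further: 0% = neutral control wells and 100% = parthenolide positive control wells; values of inactives mirror those of a sister screen read the other way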
# CAL PDZ FP-2: blocks peptide binding to the human CAL PDZ domain; Q9HD26; purified CAL PDZ, TMR-peptide fluorescence polarization, 1 h; inhibition, % at 24.9 µM; 300,000 tested, 0.92% active; AID 602252;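 active means mean inhibition of at least 30% with at least half of replicates also reaching 30%; inconclusive means no clear call, values can overlap the other calls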;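 further: 0% = DMSO neutral control and 100% = excess unlabeled competitor peptide PRC23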
# Active calls of the source: *; u = inconclusive; x = not tested or not shown.
Molecule	CAL PDZ FP-1	Rtt109 HAT inh	SR-BI HDL uptake	PvdQ inh	MITF act	dFosB activator	NSD2 inh	PfHsp90 set2	CAL PDZ FP-2	SR-BI uptake up
COCCNC(=O)CN(C(=O)Cn1nnc2ccccc21)c1ccccc1C	-7.3	2	23	-10	-5	-4	11	-9	2	-23
O=S(=O)(Nc1ccc2c(c1)OCCO2)c1cccc(F)c1	-0.6	10	-8	-11	x	-3	0	4	9	8
O=C(CCNC(=O)C1CCN(S(=O)(=O)c2ccc(F)cc2)CC1)NCCc1cccc(F)c1	0.1	-25	13	-9	-2	-8	1	26	-1	-13
CCOC(=O)c1[nH]cnc1C(=O)NC(C)C	0.1	3	-19	-4	-5	-5	0	-26	1	19
CCC(C)[C@H](NC(=O)N1CC(=O)Nc2ccccc21)C(=O)Nc1nccs1 (stereo partly specified)	-0.9	-14	-13	2	12	-7	-1	13	2	13
CCOc1ccc(C(=O)OCC(=O)Nc2cccc(S(=O)(=O)N3CCCC3)c2)cc1	0.4	-2	5	0	3	-11	-2	7	x	-5
COc1ccc(CN2C(=O)c3cccnc3C2=O)cc1S(=O)(=O)N1CCCCC1	-1.4	-10	-5	-10	8	-1	-2	-18	-1	5
S=c1[nH]nc(Cn2nnc3ccccc32)n1-c1ccccc1	0.3	-3	-11	-5	5	-1	1	13	-1	11
CC(=O)c1c(C)[nH]c(C(=O)OCC(=O)NCC(C)C)c1C	-0.6	-2	10	-8	-15	-3	x	-5	-4	-10
Cc1ccc(S(=O)(=O)N2CCN(C(=O)CNC(=O)c3ccc(Cl)cc3)CC2)cc1	-0.5	9	-5	8	-2	-8	1	x	x	5
Cc1cc(C=O)c(C)c2c1[nH]c1ccccc12	-1.1	0	32	-11	0	-3	2	-99	-2	-32
Cc1ccc2nc(SCC(=O)c3c(C)[nH]c4ccccc34)[nH]c2c1	-1.8	0	-2	5	7	u	-2	-60	3	2
CC(C)c1nnc(SCC(=O)Nc2ccc3c(c2)OCO3)n1C	-0.7	9	14	-8	4	-6	1	8	-2	-14
CC(C)n1cnc2cc(NCc3ccccc3O)ccc21	-3.6	x	x	6	28	-1	x	3	1	x
O=C(c1ccco1)N1CCN(C(=O)c2cc(-c3ccncc3)nc3ccc(Br)cc23)CC1	-0.2	-8	-11	-10	-19	-14	2	-3	-4	11
NC(=O)C1CCN(C(=O)CCc2nc3sc4c(c3c(=O)[nH]2)CCCC4)CC1	-2.4	x	-8	-6	3	8	35	-15	25	8
Cc1ccc(S(=O)(=O)Nc2ccc(O)c(Sc3ncn[nH]3)c2)cc1	0.8	0	-3	-23	0	8	1	20	-1	3
COC(CNC(=O)c1ccc2c(c1)nc(C)n2-c1cc(C)cc(C)c1)OC	-0.6	16	0	7	-1	-6	2	16	-6	0
CN(/N=C/c1ccncc1)c1cnn(-c2ccc(F)c(Cl)c2)c(=O)c1Cl	-0.3	-1	-21	-10	x	-4	x	26	-2	21
O=C(O)c1ccc(-n2nc(C(F)(F)F)cc2-c2cccs2)cc1	-0.1	0	-4	-1	-12	0	-3	6	x	4

# Next structures.
Molecule	CAL PDZ FP-1	Rtt109 HAT inh	SR-BI HDL uptake	PvdQ inh	MITF act	dFosB activator	NSD2 inh	PfHsp90 set2	CAL PDZ FP-2	SR-BI uptake up
CCn1ncc(C2=NOC(C(=O)Nc3cc(OC)c(Cl)cc3OC)C2)c1C (stereo unspecified)	-2.3	-1	7	1	-3	-8	1	-7	x	-7
COC(=O)c1cc(S(=O)(=O)NCC2CCN(CCc3cccs3)CC2)cn1C	-3.3	x	-31	4	8	-6	-1	6	-2	31
Cc1cc(C)c2c(NC(=O)C3CC3)nn(C)c2n1	-0.4	-5	1	3	11	-4	-8	5	-7	-1
COc1ccccc1NC(=O)CCc1c(C)nc2c(-c3ccc(F)cc3)c(C)nn2c1C	0.2	-12	20	-8	-4	-24	-1	-11	-6	-20
Cc1ccccc1N(C(=O)c1snc(C(N)=O)c1N)C(C(=O)NCc1ccccc1)c1ccc(O)cc1 (stereo unspecified)	-3.3	-5	x	-12	-3	41*	x	6	-5	x
COc1ccc(NC2CCCN(C(=O)c3cccc(C(F)(F)F)c3)C2)cc1OC (stereo unspecified)	-2.0	-12	1	-15	3	-10	7	20	-3	-1
COc1ccccc1C(=O)O[C@H]1[C@H](Cc2ccccc2)NS(=O)(=O)[C@H]2C[C@@H]3C=C[C@]12O3	0.3	8	-7	-12	3	-3	x	5	-4	7
CN(C)S(=O)(=O)c1ccc(C(=O)Nc2ccccn2)cc1	-1.9	-12	19	-10	31	1	-7	22	-3	-19
COc1ccc(C2CC(c3ccc(F)cc3)Nc3nc(N)nn32)cc1OC (stereo unspecified)	-0.6	-5	-10	-19	2	-3	x	-19	x	10
CCn1c(CN(C)c2ccccc2)nc2ccccc21	2.1	6	8	-1	5	-2	2	1	-3	-8
Cc1nn(-c2ccccc2)c(C)c1NC(=O)COC(=O)CCOc1ccccc1	-1.2	-14	-16	-13	-2	-3	-5	8	-10	16
NC(=O)C1CCN(C(c2ccccc2F)c2nnnn2Cc2ccco2)CC1 (stereo unspecified)	0.0	-2	12	10	17	0	x	-9	-6	-12
COc1ccc(-c2nnc(NC(=O)Cc3ccccc3)o2)cc1	-2.4	-4	-18	-7	6	1	-15	-18	-1	18
COc1ccc(NC(C)=O)cc1NC(=O)CN1CCN(CC(=O)Nc2ccccc2Cl)CC1	0.2	2	8	2	-2	-4	-1	21	6	-8
O=C(NC1CCCC1)C(c1ccccc1F)N(C(=O)c1csnn1)C1CC1 (stereo unspecified)	0.4	-1	x	8	-5	-8	-2	-2	-6	x
O=C1[C@H](Cc2ccccc2)NCC=CC[C@@H](c2ccc(Cl)cc2)N1Cc1ccccc1	-0.1	-5	-31	2	1	3	x	6	-1	31
Cc1oc2c(O)c(O)ccc2c(=O)c1-c1ccc(Cl)cc1	-0.6	-2	-14	1	x	4	12	-7	-1	14
Cc1[nH]c(=O)[nH]c(=O)c1S(=O)(=O)N1CCCCC1	-0.2	-2	5	-7	0	2	-5	29	-6	-5
Cc1cc(NC(=O)CSc2nc(=O)n(CCCN(C)C)c3c2CCCC3)no1	-2.6	-10	-30	-9	-3	-10	x	10	-1	30
CCNc1nc(NCC)nc(OCC(=O)O)n1	-1.9	-1	x	4	-6	6	-2	-21	0	x

# (further entries)
Molecule	CAL PDZ FP-1	Rtt109 HAT inh	SR-BI HDL uptake	PvdQ inh	MITF act	dFosB activator	NSD2 inh	PfHsp90 set2	CAL PDZ FP-2	SR-BI uptake up
COc1ccc(C(=O)C2CCCN(C(=O)c3cc(C4CC4)[nH]n3)C2)c(C)c1 (stereo unspecified)	-1.6	-1	10	-11	-5	-7	2	-43	-6	-10
COc1cc(CN2CCN(Cc3cn(C)c4ccccc34)CC2CCO)cc(OC)c1 (stereo unspecified)	-0.2	3	x	-16	-7	-11	15	-1	-1	x
O=C(CNC(=O)c1cccs1)N/N=C/c1ccccc1[N+](=O)[O-]	-1.4	-12	x	-2	75	2	1	-10	4	x
Cc1oc(=O)c(NC(=O)c2ccccc2)cc1C(=O)c1ccccc1	-1.3	17	-8	-13	x	-3	1	x	-2	8
Cc1ccccc1S(=O)(=O)NC1=NCCCCC1	0.1	-1	-8	-13	11	-4	-2	16	-2	8
CCOC(=O)c1ccc(N2C(=O)CC(N(C)Cc3ccccc3)C2=O)cc1 (stereo unspecified)	-0.6	-1	13	-8	2	1	-1	-31	0	-13
CCc1cc2c(=O)nc3n(c2s1)Cc1ccccc1/C3=C(/O)c1ccccc1Cl	0.3	0	15	-11	10	-8	14	3	0	-15
COc1ccccc1NC(=O)CSc1nnc(CC(=O)Nc2ccccc2F)n1C	0.3	-5	17	-1	-7	-3	-1	12	7	-17
CC(C)(C)c1ccc(OCCCCCCN2CCNCC2)cc1	0.4	4	-11	-15	-24	9	7	16	-8	11
CCCNC(=O)COC(=O)c1[nH]c(C)c(C(=O)OCC)c1C	-1.7	-4	19	-10	x	0	0	23	-2	-19
CCOC(=O)C1(Cc2cccc(Cl)c2)CCCN(C(=O)CCNC(C)=O)C1 (stereo unspecified)	-0.7	-3	10	-11	x	-6	-1	-6	-2	-10
Cc1cc(C)cc(OCC(=O)N2Cc3ccccc3CC2C(=O)O)c1 (stereo unspecified)	-1.9	1	-5	-10	-12	-5	1	16	15	5
COC(=O)c1[nH]c2ccc(F)cc2c1NS(=O)(=O)c1ccc(OC)cc1	-0.7	6	22	1	-35	1	13	-8	-3	-22
CCOC(=O)C(NC(=O)Nc1ccccc1)(OCC)C(F)(F)F (stereo unspecified)	-0.9	-2	-28	-11	x	2	-2	4	x	28
Cc1ccc(C)c(NC(=O)CC2Oc3ccccc3NC2=O)c1 (stereo unspecified)	0.1	-2	16	-6	-7	2	-1	5	0	-16
CCOC(=O)C1(Cc2ccc(Cl)cc2)CCN(C(C)Cc2ccc(O)c(OC)c2)CC1 (stereo unspecified)	x	-10	1	0	-5	-3	x	-19	1	-1
C=CCC1(C#N)C(=S)NC2=C(C(=O)CC(C)(C)C2)C1c1ccc(Br)cc1 (stereo unspecified)	0.0	5	-5	-13	0	-7	0	17	-2	5
CC(C)Cn1c2nc3ccccc3nc2c2c(=O)n(CCN3CCOCC3)cnc21	-1.1	-2	20	-15	2	-22	0	9	-1	-20
O=C(CC1C(=O)NCCN1C(=O)Nc1ccccc1)Nc1cccc(Cl)c1 (stereo unspecified)	-1.8	11	-16	-1	4	5	2	0	-9	16
Cc1ccc(-c2nnn(CC(=O)Nc3ccccc3N3CCOCC3)n2)cc1	-1.9	7	31	6	-4	-5	x	1	1	-31

# (continued)
Molecule	CAL PDZ FP-1	Rtt109 HAT inh	SR-BI HDL uptake	PvdQ inh	MITF act	dFosB activator	NSD2 inh	PfHsp90 set2	CAL PDZ FP-2	SR-BI uptake up
C[N+]1(CCNC(=O)/C=N/O)CCCCC1	-1.6	3	-26	1	-8	1	0	3	0	26
N#Cc1cc2c([nH]c1=S)CCCCCC2	-1.7	-10	8	5	5	0	-6	-21	-2	-8
C=CCOc1cccc(CNc2ccc3[nH]c(=O)[nH]c3c2)c1	0.6	-1	-1	-11	-6	-10	2	x	-1	1
CC12CC3CC(C)(C1)CC(C(=O)Nc1nn[nH]n1)(C3)C2	-1.0	1	-26	-10	8	-2	-2	x	0	26
CCC(C)NC(=O)COc1ccccc1[N+](=O)[O-] (stereo unspecified)	0.1	-8	-1	-16	-11	10	9	-19	-3	1
O=C(Nc1ncc(Cl)cc1Cl)c1c(F)cccc1Cl	0.8	4	-3	3	15	1	22	x	25	3
Cc1nn(-c2ccccc2)c(C)c1NC(=O)COC(=O)c1ccc(Cl)c(N)c1	-0.8	-1	7	-9	5	-4	16	3	-6	-7
